Redox H2O2 prof – compounds producing H2O2 with reducing agent – biochemical, NIH compound library profiling, artefact control for MLSCN library redox annotation, primary screen. DTT-dependent redox cycling H2O2, phenol red/HRP absorbance; 100% = 100 µM peroxide control, 0% = buffer. activation, % at 10 µM. 200,000 compounds, 0.03% hits;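 active means activation of at least 50% relative to the plate's high and low controls in the primary single-dose screen; inactive means activation below 50%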;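 further: compound incubated with DTT at 0.8 mM final as the reducing agent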
Hsp70 act – Hsp70 transcriptional activation, primary screen | HeLa Hsp70 promoter luciferase reporter, luminescence; scaled: vehicle 0, proteasome-inhibitor control 100% | activation, % at 10 µM | 200,000 compounds, 0.04% hits;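 active means activation above the mean across all tested compounds plus 3 SD, cutoff set per campaign, cut at about 5.5% in these data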;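 further: 100% = MG132 at 30 µM as the positive control and 0% = DMSO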
STAT3 blocker – STAT3 signaling inhibition; 190,000 compounds, 0.89% hits; inhibition, % at 5.5 µM; U3A cells, IL-6 STAT3-luciferase reporter, luminescence; host cell line lacks STAT1;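 active means inhibition above the mean inhibition across all screened compounds plus 3 SD, cut at about 44% in these data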;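 further: 0% = DMSO only wells and 100% = 100 µM nifuroxazide control wells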
NF-kB neuron act – NF-kB expression increase, human neuronal cells; NF-kB reporter expression; active compounds read high; fold change at 12.5 µM; 190,000 compounds, 1.6% hits; in the data active means fold change above about 3.3
Efa HMGR inh – inhibitors of class II HMG-CoA reductase from Enterococcus faecalis. purified E. faecalis HMGR, NADPH absorbance 340 nm kinetic. inhibition, % at 10 µM. 190,000 compounds, 0.41% hits;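 active means inhibition above a set limit, the median over all tested compounds plus 3 SD, cut at about 9.5% in these data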;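 further: enzyme runs in reverse so mevalonate oxidation gives rising NADPH absorbance; 0% = complete reaction with DMSO and 100% = background rate lacking mevalonate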
STAT1 activator – increases IFN-gamma driven STAT1 reporter signal; NIH 3T3 STAT1-luciferase reporter, luminescence; 100% = IFN-gamma alone, no compound; activation (% of control), % at 5.5 µM; 200,000 compounds, 2.6% hits; AID 932;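 active means activation above the screen-wide mean activation plus 3 SD, cut at about 130% in these data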;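 further: raw ratio to IFN-gamma control signal so 100% means no change and 0% no light; values of inactives mirror those of a sister screen read the other way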
TLR4-MyD88 BLA – blocks binding of human TLR4 to MyD88; HeLa CL3-4 TLR4/MyD88 BLA complementation, FRET ratio; inhibition, % at 8.4 µM; AID 861; 200,000 compounds, 0.18% hits; O00206+Q99836; in the data active means inhibition above about 25%;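 further: 0% = vehicle and 100% = reference inhibitor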
Target sequence (O00206 whole entry, looked up): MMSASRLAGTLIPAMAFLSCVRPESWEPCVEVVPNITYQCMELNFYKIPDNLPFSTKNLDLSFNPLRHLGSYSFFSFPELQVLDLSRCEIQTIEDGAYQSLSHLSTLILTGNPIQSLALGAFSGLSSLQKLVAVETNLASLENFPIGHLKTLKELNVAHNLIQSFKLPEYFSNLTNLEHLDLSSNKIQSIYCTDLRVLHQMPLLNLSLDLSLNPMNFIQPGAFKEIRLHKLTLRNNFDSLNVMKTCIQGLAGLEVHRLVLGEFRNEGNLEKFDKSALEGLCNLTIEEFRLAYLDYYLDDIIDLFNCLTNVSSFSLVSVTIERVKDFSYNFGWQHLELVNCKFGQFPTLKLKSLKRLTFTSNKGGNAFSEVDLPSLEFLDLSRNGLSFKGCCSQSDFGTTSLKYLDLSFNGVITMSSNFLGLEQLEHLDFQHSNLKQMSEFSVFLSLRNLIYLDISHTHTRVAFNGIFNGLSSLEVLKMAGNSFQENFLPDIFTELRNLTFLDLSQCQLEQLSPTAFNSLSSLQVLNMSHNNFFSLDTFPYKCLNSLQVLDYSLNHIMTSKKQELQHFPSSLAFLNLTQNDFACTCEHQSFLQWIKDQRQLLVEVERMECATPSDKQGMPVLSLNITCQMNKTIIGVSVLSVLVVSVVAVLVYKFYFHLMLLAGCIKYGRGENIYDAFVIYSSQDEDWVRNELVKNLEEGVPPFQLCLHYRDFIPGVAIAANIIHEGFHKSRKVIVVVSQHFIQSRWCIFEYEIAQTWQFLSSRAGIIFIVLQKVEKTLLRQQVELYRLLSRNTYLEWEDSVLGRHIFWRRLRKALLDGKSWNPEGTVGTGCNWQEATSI
Target sequence (Q99836 whole entry, looked up): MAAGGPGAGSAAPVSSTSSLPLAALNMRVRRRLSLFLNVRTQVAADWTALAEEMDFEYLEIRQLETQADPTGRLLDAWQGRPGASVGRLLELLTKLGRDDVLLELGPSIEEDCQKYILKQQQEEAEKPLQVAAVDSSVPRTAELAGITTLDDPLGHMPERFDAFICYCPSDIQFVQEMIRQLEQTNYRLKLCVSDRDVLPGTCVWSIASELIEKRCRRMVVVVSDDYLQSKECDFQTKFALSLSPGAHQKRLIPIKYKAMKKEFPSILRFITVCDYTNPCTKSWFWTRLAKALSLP
APP 5'UTR act – activates APP 5'UTR luciferase reporter; activation, % at 2 µM; 190,000 compounds, 1% hits; SH-SY5Y APP 5'UTR luciferase reporter, luminescence; zero percent = DMSO vehicle wells; AID 1276;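 active means activation above a set limit, based on mean plus 3 SD of controls, cut at about 140% in these data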; further: values of inactives mirror those of a sister screen read the other way
STAT3 activator – increases IL-6 driven STAT3 reporter signal; activation (% of control), % at 5.6 µM; AID 871; U3A cells, IL-6 STAT3-luciferase reporter, luminescence; 100% = signal with IL-6 EC80 alone; 190,000 compounds, 0.91% hits;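 active means activation above the screen-wide mean of compound activation plus 3 SD, cut at about 130% in these data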;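 further: 0% = background luminescence of wells with medium and substrate only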
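Detection: reporter luminescence signal / Assay system: STAT1-lacking human U3A cells, STAT3 luciferase reporter / Incubation: compound pre-incubation 1 h before IL-6, then 6 h stimulation at 37 °C / Control set: IL-6-only high control / Read-out: % activation relative to IL-6 control / Probe or stimulus: Interleukin-6, 33 ng/mL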
STAT1 inh – STAT1 signaling inhibition | AID 920 | inhibition, % at 5.5 µM | NIH 3T3 STAT1-luciferase reporter, IFN-gamma, luminescence | 200,000 compounds, 0.35% hits;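 active means inhibition above a set limit, the mean inhibition across all tested compounds plus 3 SD, cut at about 34% in these data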;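 further: 0% = IFN-gamma with DMSO and 100% = IFN-gamma with 300 µM nifuroxazide; values of inactives mirror those of a sister screen read the other way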
Numbers without * were called inactive; x = no result given.

(1) COc1ccc(-c2nn(C)c(=O)c3ccccc23)cc1NC(=O)COc1ccc(C)cc1
(2) Cc1cc(C)c(S(=O)(=O)c2ccccc2C(=O)O)c(C)c1
(3) COc1ccc(C2CCCN2C(=S)Nc2cccc(Cl)c2)cc1OC (configuration not stated)
(4) CC(C)N(C(=O)Cn1cnc2cc([N+](=O)[O-])ccc2c1=O)C(C)C
(5) Cc1oc2cc(O)ccc2c(=O)c1-c1ccccc1
(6) Cc1nc2c(=O)n(C)c(=O)n(C)c2nc1Cl
(7) CSc1nnc(-c2ccc([N+](=O)[O-])cc2)o1
(8) CCN1CCN(c2cc(C)c3cc(NC(=S)N(CC)CC)ccc3n2)CC1
assay / compound	1	2	3	4	5	6	7	8
Redox H2O2 prof	2.9	0.7	1.8	0.5	-0.4	-0.4	-0.8	-2.4
Hsp70 act	0.0	-0.2	0.1	-0.2	-0.1	-0.1	-0.3	0.1
STAT3 blocker	65*	8	20	6	1	13	20	-7
NF-kB neuron act	0.98	0.83	0.87	1	1.1	0.37	1.4	0.96
Efa HMGR inh	-3	0	3	-15	-1	-4	-4	-5
STAT1 activator	86	95	95	98	96	90	115	96
TLR4-MyD88 BLA	-18	4	-7	1	-2	21	-10	-9
APP 5'UTR act	10	-4	-1	-5	22	-45	-14	-15
STAT3 activator	46	100	92	102	100	90	85	105
STAT1 inh	16	6	4	1	4	11	-18	5

(9) Cc1sc(NC(=O)C2C3C=CC(C3)C2C(=O)O)c(C(N)=O)c1-c1ccc(C(C)C)cc1 (configuration not stated)
(10) Cc1ccc(C(C(=O)NC(C)(C)C)N(C(=O)c2csnn2)C2CC2)cc1 (configuration not stated)
(11) CCCCNC(=O)CSc1nc2ccc(NC(=O)CSc3nnc(COc4ccccc4C)n3C)cc2s1
(12) Cc1ccc(C(C)(C)C)cc1S(=O)(=O)Nc1cccc(S(=O)(=O)NC2=NCCC2)c1
(13) COC1=C(c2ccccc2)C(=O)c2ccccc2C1=O
(14) O=C(O)CCN1C(=O)C2CCCCC2C1=O (configuration not stated)
(15) CCn1c(CC(=O)Nc2cccc(OC)c2)nnc1SCC(=O)Nc1nccs1
(16) CCOc1ccc(CC(=O)NNC(=S)NCCc2ccccc2)cc1
assay / compound	9	10	11	12	13	14	15	16
Redox H2O2 prof	0.0	0.5	-1.2	-0.3	-0.1	0.2	1.4	-0.8
Hsp70 act	-0.2	-0.4	-0.4	0.2	-0.2	-0.3	0.0	-0.2
STAT3 blocker	19	5	7	2	-1	-3	3	6
NF-kB neuron act	0.97	1.3	1	1.2	1.2	0.96	1.2	1
Efa HMGR inh	-2	5	-3	1	-2	1	-6	-2
STAT1 activator	96	104	101	100	100	104	102	101
TLR4-MyD88 BLA	-9	1	5	-6	-18	11	-1	3
APP 5'UTR act	-5	-28	-8	-4	-12	13	-8	-8
STAT3 activator	87	97	99	106	101	100	99	99
STAT1 inh	5	-5	-1	0	0	-4	-2	-2

Reprinted from the part before: 4 entries, then new ones.
(13) COC1=C(c2ccccc2)C(=O)c2ccccc2C1=O
(14) O=C(O)CCN1C(=O)C2CCCCC2C1=O (configuration not stated)
(15) CCn1c(CC(=O)Nc2cccc(OC)c2)nnc1SCC(=O)Nc1nccs1
(16) CCOc1ccc(CC(=O)NNC(=S)NCCc2ccccc2)cc1
(17) CN(C(=S)NC(=O)CCCOc1ccc(Cl)cc1Cl)c1ccccc1
(18) COc1ccc(C2CC(c3ccc(Cl)cc3)Nc3nc(NC(=O)c4ccco4)nn32)cc1 (configuration not stated)
(19) CCCC/C=C/C(NC(=O)CCc1ccccc1)c1ccccc1 (configuration not stated)
(20) COCCn1c(N)c(N(Cc2ccccc2)C(=O)c2ccc(C#N)cc2)c(=O)[nH]c1=O
(21) O=C1C(=O)N(CCO)C(c2cccc(F)c2)/C1=C(\O)c1ccc(Cl)cc1 (configuration not stated)
(22) CC(C)CCNC(=O)NC(=O)CN1C(=O)NC2(CCCCC2)C1=O
(23) O=C(O)c1cc(N/N=C/c2ccc3c(c2)OCO3)ccc1Cl
(24) CC(C)Cn1cnc2c(=O)oc3ccccc3c21
assay / compound	13	14	15	16	17	18	19	20	21	22	23	24
Redox H2O2 prof	-0.1	0.2	1.4	-0.8	0.3	2.9	1.4	-0.4	-0.5	2.6	0.3	0.2
Hsp70 act	-0.2	-0.3	0.0	-0.2	-0.4	0.0	0.0	-0.2	-0.2	-0.1	0.2	-0.1
STAT3 blocker	-1	-3	3	6	4	6	-5	0	4	-6	-16	0
NF-kB neuron act	1.2	0.96	1.2	1	1.3	1.3	0.95	1.3	1.2	1.2	1.1	0.93
Efa HMGR inh	-2	1	-6	-2	-4	0	-2	3	0	1	-6	1
STAT1 activator	100	104	102	101	96	98	94	102	103	104	82	101
TLR4-MyD88 BLA	-18	11	-1	3	16	3	-21	-9	-12	5	0	-3
APP 5'UTR act	-12	13	-8	-8	7	9	-3	7	10	-2	121	-3
STAT3 activator	101	100	99	99	99	99	102	102	99	108	122	100
STAT1 inh	0	-4	-2	-2	5	2	7	-4	-4	-4	19	-1

(25) O=C(N/C(=C/c1cccs1)C(=O)N1CCOCC1)c1cccs1
(26) CCOc1ccc(N=C2Sc3nc4ccc(C)cc4cc3CN2CCOC)cc1
(27) Cc1cc(=O)[nH]c(SCC(=O)c2c(N)n(C)c(=O)n(C)c2=O)n1
(28) O=S(=O)(c1ccc2nc(-c3ccco3)c(-c3ccco3)nc2c1)N1CCOCC1
(29) CC1CN(Cc2nc3c(c(=O)n(C)c(=O)n3C)n2Cc2cccc(Cl)c2)CC(C)O1 (configuration not stated)
(30) COC(=O)C1=CNC=C(C(=O)OC)C1c1ccc(C(=O)OC)cc1
(31) Cc1cc(NS(=O)(=O)c2ccc(Nc3nc(-c4sc(N)nc4C)cs3)cc2)no1
(32) Cc1cc2cc(CNC(=S)Nc3ccc(OC(F)(F)F)cc3)ccc2n1C
assay / compound	25	26	27	28	29	30	31	32
Redox H2O2 prof	-0.5	-0.7	-0.7	1.8	0.1	-0.3	-3.2	1.6
Hsp70 act	0.1	0.1	-0.3	0.1	-0.3	-0.3	-0.2	-0.1
STAT3 blocker	-1	19	3	-6	4	-1	-2	-7
NF-kB neuron act	0.96	0.91	0.96	0.72	0.99	1.6	1.1	1.1
Efa HMGR inh	4	-6	1	-7	-5	1	-5	-3
STAT1 activator	104	93	104	105	107	97	103	102
TLR4-MyD88 BLA	4	-9	6	-5	-10	-3	12	-2
APP 5'UTR act	1	13	-1	5	9	21	-3	5
STAT3 activator	105	90	102	107	101	106	105	106
STAT1 inh	-6	5	-4	-5	-7	2	-3	-2

(33) Cc1cc(SCC(=O)NC(=O)NCc2ccco2)nc2ccccc12
(34) Nc1nc2c3ccccc3nc(C3CC3)n2n1
(35) O=C(Cn1nnc(-c2cccs2)n1)NCCc1ccccc1
(36) O=C(NCCS(=O)c1ccc(Cl)cc1)c1cccc(Cl)c1 (configuration not stated)
(37) CC(C)C1C(C#N)=C(N)SC(N)=C1C#N
(38) CCn1nc(CC(=O)O)c2ccccc2c1=O
(39) CN(Cc1ccccc1)C(=O)c1nc2ccccn2c1CN1CCc2sccc2C1
(40) O=C(O)c1ccc(N2C(=O)CC(Cc3ccccc3)C2=O)cc1 (configuration not stated)
assay / compound	33	34	35	36	37	38	39	40
Redox H2O2 prof	1.4	-0.2	1.4	-1.1	0.0	-0.6	-0.5	1.1
Hsp70 act	0.1	-0.1	-0.2	0.2	0.0	-0.3	0.0	-0.3
STAT3 blocker	21	-8	3	8	4	3	1	-15
NF-kB neuron act	1.1	1.1	1.2	1.1	1	1.2	x	1
Efa HMGR inh	-6	1	-7	-9	-2	-2	0	-9
STAT1 activator	100	91	101	98	93	95	95	98
TLR4-MyD88 BLA	14	-10	6	-1	0	15	8	0
APP 5'UTR act	1	-4	-4	6	-7	1	-1	1
STAT3 activator	86	111	100	95	100	100	103	114
STAT1 inh	0	10	-4	1	8	3	3	-1

(41) CCCc1cc2c(cc1NC(=O)c1ccco1)OCO2
(42) N#CC1=C(N)Oc2n[nH]c(-c3cccnc3)c2C1c1ccc([N+](=O)[O-])o1 (configuration not stated)
(43) COc1ccccc1CCNC(=O)c1cnccn1
(44) Cc1ccc(/C=C/C(=O)NCc2cccs2)cc1
(45) Cc1cccc(CN2CCN(Cc3cccc(-n4cccn4)c3)CC2CCO)n1 (configuration not stated)
(46) O=C(COC(=O)C1CC1)NC(=O)NCc1ccccc1
(47) CC(C)C(NS(=O)(=O)c1ccccc1)C(=O)OCc1cc([N+](=O)[O-])cc2c1OCOC2 (configuration not stated)
(48) O=C(O)c1ccc(CSc2nc3ccccc3o2)cc1
assay / compound	41	42	43	44	45	46	47	48
Redox H2O2 prof	-0.7	-0.1	3.4	-0.3	-0.4	0.3	-0.2	-5.8
Hsp70 act	-0.3	0.1	0.0	-0.2	-0.4	0.5	-0.2	-0.1
STAT3 blocker	5	6	4	-7	0	8	-1	-2
NF-kB neuron act	1.1	0.97	1.1	2.1	0.84	0.94	0.75	1.3
Efa HMGR inh	-3	-6	-2	-1	-2	-6	-5	-4
STAT1 activator	98	86	96	108	95	100	98	105
TLR4-MyD88 BLA	-5	-3	-11	-2	13	-6	-3	-4
APP 5'UTR act	13	18	2	0	17	21	15	1
STAT3 activator	100	101	97	105	103	100	100	104
STAT1 inh	-1	14	4	-9	4	-1	2	-5

Assay outcomes (PubChem)
